From PubChem BioAssay
LmPK inhibitor = qHTS Assay for Inhibitors of Leishmania Mexicana Pyruvate Kinase (LmPK) | Potency, µM (doses to about 57.5 µM), without a hit: top-dose activity change, negative = inhibition, actives largely listed as inhibitors | purified LmPK, Kinase-Glo ATP luminescence, 1 h | 290,000 compounds, 0.37% hits | Q27686; further: potency means the concentration at half of the fitted maximal effect; on the % scale 0 is the no-effect control and ±100 the full control effect
Target sequence (Q27686 whole entry, looked up): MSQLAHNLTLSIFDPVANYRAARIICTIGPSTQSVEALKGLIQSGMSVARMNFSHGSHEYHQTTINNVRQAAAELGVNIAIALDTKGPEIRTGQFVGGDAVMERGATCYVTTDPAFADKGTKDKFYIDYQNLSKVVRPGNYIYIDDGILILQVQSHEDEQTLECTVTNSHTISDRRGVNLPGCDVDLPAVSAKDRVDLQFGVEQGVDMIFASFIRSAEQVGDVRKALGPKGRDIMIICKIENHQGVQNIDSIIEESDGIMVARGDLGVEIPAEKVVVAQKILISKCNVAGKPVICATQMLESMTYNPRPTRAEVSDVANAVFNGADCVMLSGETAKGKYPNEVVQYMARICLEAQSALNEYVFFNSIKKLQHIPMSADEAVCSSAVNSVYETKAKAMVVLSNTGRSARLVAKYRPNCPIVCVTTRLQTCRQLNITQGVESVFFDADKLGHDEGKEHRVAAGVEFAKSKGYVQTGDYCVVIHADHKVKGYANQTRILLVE
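Kinase-Glo luminescence read after 1 h RT reaction of 0.1 nM LmPK with 0.5 mM PEP and 0.1 mM ADP. Activity scaled between uninhibited and enzyme-free controls.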
Cycloheximide cs = Cycloheximide Counterscreen for Small Molecule Inhibitors of Shiga Toxin | cell reporter, cycloheximide protein synthesis inhibition counterscreen | max response, % | 300,000 compounds, 12% hits; in the data active means max response mostly above about 13%, no sharp cut-off; inactive means mostly below about 14%; further: read at 38.3 µM for the half of the compounds with a filed dose; 0% is about no effect
Pf growth 96h = Primary qHTS for delayed death inhibitors of the malarial parasite plastid, 96 hour incubation; 320,000 compounds, 6.9% hits; P. falciparum luciferase reporter growth, 96 h; Potency, µM (series often up to 28.7 µM), for inactives: at the top dose activity change, negative = inhibition, most hits filed as inhibitors; further: potency means the concentration at half of the fitted maximal effect; on the % scale 0 is the no-effect control and ±100 the full control effect
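Readout is luminescence from an integrated firefly luciferase in P. falciparum. Red cells, 2% hematocrit and 0.05% parasitemia final, were cultured with compound through two parasite generations (96 hours) at 37 C, 5% CO2.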
Tb PYK inh = qHTS of Trypanosoma Brucei Inhibitors | pyruvate kinase (Trypanosoma brucei), Q57TT1 | TbPYK enzyme, Kinase-Glo Plus ATP luminescence, 45 min | 410,000 compounds, 0.12% hits | Potency, µM (highest dose often 76.8 µM), inactives show top-dose activity, negative = inhibition, most hits filed as inhibitors | AID 624173, 2012; further: potency means the concentration at half of the fitted maximal effect; on the % scale 0 is the no-effect control and ±100 the full control effect; nearly all actives have a fitted effect of over 50% in size
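Luminescent Kinase-Glo Plus end-point after 45 min room-temperature reaction of T. brucei pyruvate kinase started with 130 uM ADP (final). Buffer TEA 50 mM pH 7.2 with KCl, MgCl2, BSA, Tween-20; titration-based qHTS with fitted concentration-effect curves.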
Pf growth 48h = Primary qHTS for delayed death inhibitors of the malarial parasite plastid, 48 hour incubation | P. falciparum luciferase growth in erythrocytes, 48 h | 310,000 compounds, 5.9% hits | Potency, µM (top dose mostly 28.7 µM), for the others: at the highest dose activity change, negative = inhibition, most hits filed as inhibitors; further: potency means the concentration at half of the fitted maximal effect; on the % scale 0 is the no-effect control and ±100 the full control effect
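In quantitative HTS format, infected erythrocytes bearing luciferase-reporter parasites were treated for a single generation at 37 C. Luminescence after adding detection reagent served as the growth measure.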
AmpC no deterg = qHTS Inhibitors of AmpC Beta-Lactamase (assay without detergent); AID 485341, 2010; 330,000 compounds, 0.52% hits; Potency, µM (top dose mostly 57.1 µM), inactives show top-dose activity change, negative = inhibition, hits mostly inhibitors; AmpC nitrocefin hydrolysis, absorbance 480 nm, 0.0001% Triton;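 further: potency means the concentration at half of the fitted maximal effect; plate controls were no compound for no effect and no enzyme for full effect; nearly all actives have a fitted effect of over 20% in size; some results filed as inactive show a strong effect at the top dose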
Target sequence (P00811 whole entry, looked up): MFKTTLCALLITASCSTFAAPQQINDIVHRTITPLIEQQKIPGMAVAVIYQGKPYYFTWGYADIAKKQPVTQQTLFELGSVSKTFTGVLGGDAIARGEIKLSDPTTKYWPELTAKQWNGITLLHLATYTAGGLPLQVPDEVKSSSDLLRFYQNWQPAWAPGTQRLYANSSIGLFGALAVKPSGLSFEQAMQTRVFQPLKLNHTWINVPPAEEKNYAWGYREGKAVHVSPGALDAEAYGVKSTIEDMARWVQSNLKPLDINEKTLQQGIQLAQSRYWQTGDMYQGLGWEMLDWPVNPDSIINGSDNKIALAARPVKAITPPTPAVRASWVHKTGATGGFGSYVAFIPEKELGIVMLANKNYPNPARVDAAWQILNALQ
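AmpC (5.3 nM in the dispensed reagent) in 20 mM phosphate pH 7.0 with 0.01% (detergent screen) or 0.0001% Triton X-100 was preincubated with compounds for 15 min at room temperature. Nitrocefin was then added from an 800 uM solution, and hydrolysis was followed at 480 nm.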
Shiga toxin inh = A qHTS for Small Molecule Inhibitors of Shiga Toxin; Vero cells, Shiga toxin protein synthesis inhibition reporter; inhibition, % at 38.7 µM; 290,000 compounds, 9.2% hits; in the data active means inhibition mostly above about 28%, no sharp cut-off; inactive means mostly below about 43%; further: 0% is about no effect
* = called active by the depositor; ? = inconclusive; · = no result given; [ ] = remark or other dose. Unless noted, the call rests on the fitted dose curve; in most records, active means well fitted curve in the direction sought with a large enough effect; inconclusive means small, poorly fitted or top-dose-only effect, or another doubt; inactive means no such curve, though single readings can be large; an effect the other way counts as inactive or inconclusive.

no. | SMILES | LmPK inhibitor | Cycloheximide cs | Pf growth 96h | Tb PYK inh
1 | CC(=O)c1cccc(NC(=O)C2CCN(S(C)(=O)=O)CC2)c1 | -11% | -2 | · | 3%
2 | COCc1ccc(CN2CCCC(CCC(=O)NCc3cccc(OC)c3)C2)o1 (centres undefined) | -8% | -2 | -19% | -3%
3 | c1ccc(N2OCC3Cn4c(nc5ccccc54)C32)cc1 (centres undefined) | -3% | 27* | 113%[activator] | -2%
4 | Nc1c(C(=O)Nc2ccc3c(c2)OCCO3)nnn1Cc1ccc(Cl)cc1 | · | · | 212%[activator] | 4%
5 | Cn1cc(CN2CCc3c([nH]c4ccccc34)C2C2CCCCC2)cn1 (centres undefined) | 9% | -1 | 0% | 1%
6 | CCc1ccc(NS(=O)(=O)c2c(C)noc2C)cc1 | -1% | 1 | 21% | 3%
7 | CN(C)CCc1c[nH]c2ccc(CC3COC(=O)N3)cc12 (centres undefined) | · | · | -11% | -6%
8 | CCC(=O)c1cc(F)c(N2CCN(CC)CC2)cc1C | 4% | 19 | 6% | 1%
9 | O=C(Nc1cccc(Cl)c1)N1CCN(c2ncccn2)CC1 | -10% | 14* | -20% | 0%
10 | CCOC(=O)c1sc2nc(C)nc(N3CCCCC3C)c2c1C (centres undefined) | -4% | -4 | -18% | 3%
11 | COc1cccc(CN2C(=O)c3cccc(N)c3C2=O)c1 | 1% | 1 | 24% | -1%
12 | Cc1nnc2n(Cc3ccccc3)c(=O)c3c4c(sc3n12)COC(C)(C)C4 | 0% | -1 | ? | 8%
13 | O=C(CSc1nnc2scc(-c3ccccc3)n12)Nc1ccc2c(c1)OCCO2 | -1% | -1 | · | 0%
14 | CCCCC(=O)Nc1ccc(Br)cn1 | -7% | 22* | 67%[activator] | 6%
15 | Nn1c(SCC(=O)NNC(=O)c2ccccc2)nnc1-c1ccccc1F | · | · | 20% | -1%

no. | Pf growth 48h | AmpC no deterg | Shiga toxin inh
1 | -6% | -15% | 5
2 | 5% | -8% | -21
3 | 103%[activator] | -23% | 42*
4 | 101%[activator] | -20% | ·
5 | 0% | -14% | -7
6 | 21% | -10% | 15
7 | -12% | · | ·
8 | · | -2% | -13
9 | 0% | -5% | 16
10 | ? | 14% | 16
11 | 27% | -17% | 14
12 | ? | 83%[activator] | -14
13 | -10% | -37% | -2
14 | · | -4% | 61
15 | ? | -8% | ·

(continued)
no. | SMILES | LmPK inhibitor | Cycloheximide cs | Pf growth 96h | Tb PYK inh
16 | Cc1ccc2[nH]c(=O)c(CN(CCCN(C)C)C(=O)Nc3ccc(Cl)cc3)cc2c1 | 0% | -3 | · | -4%
17 | CCN1CCN(S(=O)(=O)c2c(C)[nH]c(C)c2C(=O)N2CCCCC2)CC1 | -6% | -2 | 74%[activator] | 0%
18 | O=C(/C=C/c1ccc2ccccc2n1)N1CCN(c2ccccc2)CC1 | 3% | -2 | -4% | -3%
19 | O=C(Nc1ccc(Br)cc1)c1ccccc1Br | -1% | 55* | 8% | -3%
20 | CC(C)(C)c1ccc(-c2cnco2)cc1 | -3% | 0 | 33%[activator] | 1%
21 | COc1ccc(NC2CCCN(C(=O)CCc3scnc3C)C2)cc1 (centres undefined) | -4% | -2 | 31%[activator] | -3%
22 | CCOCCCNC(=S)NCCNc1nc2ccc(C)cc2cc1C#N | -2% | 8 | ? | 1%
23 | CCCCc1cc(=O)oc2cc(OCC(=O)Nc3cccnc3)c(Cl)cc12 | -1% | -2 | -27% | 2%
24 | CCOC(=O)c1ccc(NC(=O)CSc2nnc(COc3ccccc3)n2C)cc1 | -7% | -1 | · | -2%
25 | CCOC(=O)CSc1nc2cc3c(cc2cc1C#N)OCO3 | -6% | 27 | 39%[activator] | -11%
26 | Clc1ccccc1OCCn1cnc2ccccc21 | -3% | 31* | ? | -3%
27 | CC(=O)c1cccc(NC(=O)CCC(=O)c2ccc(F)cc2)c1 | -2% | 16 | ? | 8%
28 | O=S(=O)(Nc1ccc(-c2ccc3nncn3n2)cc1)c1ccc(Cl)s1 | · | · | -2% | 6%
29 | COc1cc2c(cc1OC)N1C(=O)CC(OCC(=O)O)C3C4CC5(CCN5C(=O)C4=O)C2C31 (centres undefined) | 2% | 5 | 17% | 6%
30 | COc1ccc(C2C3=C(CCCC3=O)Nc3c(-c4ccccc4)c(C)nn32)cc1 (centres undefined) | -1% | -4 | ? | -16%

no. | Pf growth 48h | AmpC no deterg | Shiga toxin inh
16 | -16% | -18% | -4
17 | 6% | -10% | -11
18 | 0% | -15% | 13
19 | 128%[activator] | -19% | 90*
20 | 32%[activator] | -23% | -11
21 | -1% | -1% | -9
22 | ? | 47% | -11
23 | 16% | -7% | 14
24 | ? | 2% | 8
25 | 207%[activator] | -15% | 182*
26 | 3% | 19% | 72*
27 | -46% | -22% | 17
28 | 44%[activator] | -22% | ·
29 | 12µM* | 107%[activator] | -16
30 | ? | 39% | -2

More records.
no. | SMILES | LmPK inhibitor | Cycloheximide cs | Pf growth 96h | Tb PYK inh
31 | Nc1nc(-c2ccccc2)cc(C(F)(F)F)n1 | -2% | -3 | 216%[activator] | 0%
32 | COC(=O)[C@@H](NC(=O)O[C@@H]1C(=O)c2ccc(OC)cc2O[C@H]1c1cccc(C(F)(F)F)c1)C(C)C | 1% | -1 | -24% | ·
33 | COC(=O)[C@@H]1[C@@H](C(=O)OC)C2(c3ccccc3-c3ccccc32)N(c2ccc(Cl)cc2)N1C#N | 3% | 8 | ? | -2%
34 | Cc1ccc2c(c1)N(C(C)C(=O)N1CCC3(CC1)OCCO3)C(=O)CO2 (centres undefined) | 2% | -3 | -14% | 1%
35 | CCCCn1c(O)c(C(CC)=NCc2ccco2)c(=O)[nH]c1=O | 0% | -4 | -1% | 0%
36 | COc1cc(NC(=S)Nc2ccc3c(c2)OCCO3)cc(OC)c1OC | -3% | 32* | 25% | 1%
37 | CC(C)CN1CCN(Cc2cnc(N3CCOCC3)s2)CC1CCO (centres undefined) | -9% | -1 | 50%[activator] | 2%
38 | COc1nnnc2c1sc1nc(N3CCOCC3)c3c(c12)CC(C)(C)OC3 | -2% | 0 | 23% | ·
39 | O=C(NC(=S)Nc1ccccc1C(=O)O)c1ccc(-c2ccc(Br)cc2)o1 | -7% | 45* | ? | -31%
40 | CCOC(=O)C1(CCOc2ccccc2)CCN(Cc2ccc(C)o2)CC1 | 7% | -7 | ? | 2%
41 | COCCNCCOc1ccc(C)cc1[N+](=O)[O-] | 2% | 23 | ? | -6%
42 | Cc1cccc(NS(=O)(=O)c2ccc(Br)s2)n1 | 5% | 12 | · | -9%
43 | O=C(COC(=O)Cn1[nH]c(=O)c2ccccc2c1=O)Nc1ccc2c(c1)OCO2 | -2% | 1 | -19% | 0%
44 | Cc1nnc2ccc(-c3ccc(NS(=O)(=O)c4ccccc4F)cc3)nn12 | · | · | ? | 1%
45 | Cc1csc(NC(=O)C2CC(=O)N(Cc3ccco3)C2)n1 (centres undefined) | -3% | 10 | 18% | -2%

no. | Pf growth 48h | AmpC no deterg | Shiga toxin inh
31 | 12% | -5% | -6
32 | -27% | 25% | 20
33 | ? | 61%[activator] | 16
34 | 18% | -1% | -14
35 | -11% | -26% | -7
36 | 16% | -7% | 69*
37 | 4% | -1% | -3
38 | 10% | 3% | -15
39 | 22% | -51% | 125*
40 | ? | 97%[activator] | 9
41 | 42%[activator] | 10% | -3
42 | 15% | -16% | -6
43 | 16% | -33% | -5
44 | ? | -26% | ·
45 | -4% | -16% | 18

Reformatted: ten of the compounds above
1. CC(=O)c1cccc(NC(=O)C2CCN(S(C)(=O)=O)CC2)c1
2. COCc1ccc(CN2CCCC(CCC(=O)NCc3cccc(OC)c3)C2)o1 (centres undefined)
3. c1ccc(N2OCC3Cn4c(nc5ccccc54)C32)cc1 (centres undefined)
4. Nc1c(C(=O)Nc2ccc3c(c2)OCCO3)nnn1Cc1ccc(Cl)cc1
5. Cn1cc(CN2CCc3c([nH]c4ccccc34)C2C2CCCCC2)cn1 (centres undefined)
6. CCc1ccc(NS(=O)(=O)c2c(C)noc2C)cc1
7. CN(C)CCc1c[nH]c2ccc(CC3COC(=O)N3)cc12 (centres undefined)
8. CCC(=O)c1cc(F)c(N2CCN(CC)CC2)cc1C
9. O=C(Nc1cccc(Cl)c1)N1CCN(c2ncccn2)CC1
10. CCOC(=O)c1sc2nc(C)nc(N3CCCCC3C)c2c1C (centres undefined)
assay / entry	1	2	3	4	5	6	7	8	9	10
LmPK inhibitor	-11%	-8%	-3%	·	9%	-1%	·	4%	-10%	-4%
Cycloheximide cs	-2	-2	27*	·	-1	1	·	19	14*	-4
Pf growth 96h	·	-19%	113%[activator]	212%[activator]	0%	21%	-11%	6%	-20%	-18%
Tb PYK inh	3%	-3%	-2%	4%	1%	3%	-6%	1%	0%	3%
Pf growth 48h	-6%	5%	103%[activator]	101%[activator]	0%	21%	-12%	·	0%	?
AmpC no deterg	-15%	-8%	-23%	-20%	-14%	-10%	·	-2%	-5%	14%
Shiga toxin inh	5	-21	42*	·	-7	15	·	-13	16	16

(listing goes on)
no. | SMILES | LmPK inhibitor | Cycloheximide cs | Pf growth 96h | Tb PYK inh
46 | COc1ccc(C)c2sc(N(CCN(C)C)C(=O)c3cccc(N4C(=O)CCC4=O)c3)nc12 | · | · | 13% | 2%
47 | Cc1ccc(N2C(=O)CS/C2=C(\C(Cl)=C(Cl)Cl)[N+](=O)[O-])cc1 | 4% | 7 | ? | -14%
48 | O=[N+]([O-])c1ccc(Oc2ccc(-c3nnco3)cc2)c(Cl)c1 | -2% | -3 | 8% | 0%
49 | O=C(NCCS(=O)(=O)NCC1CCCO1)c1ccccc1 (centres undefined) | · | · | -2% | 3%
50 | CC(C)(CNC(=O)c1cccc(NS(=O)(=O)c2ccc(Br)cc2)c1)N1CCOCC1 | -7% | -1 | 0% | -1%
51 | CC(=O)OC(C(=O)NC1CCCCC1)c1ccccc1F (centres undefined) | 5% | -1 | 9.3µM* | 2%
52 | CCOC(=O)C1C(=O)Nc2nc3ccccc3n2C1C(C)C (centres undefined) | -1% | 12 | 3% | 3%
53 | COC(=O)c1ccccc1S(=O)(=O)N1CCC(C(=O)N(C)CCOc2ccccc2)CC1 | · | · | ? | 2%
54 | O=C(CCc1nnc2n(Cc3ccc(Cl)cc3)c(=O)c3ccccc3n12)N1CCN(c2ccccn2)CC1 | 0% | -2 | ? | 3%
55 | CCOC(=O)c1cnn(-c2ccccc2)c1-n1cccc1C(=O)C(=O)N(CC)CC | 3% | 6 | ? | 1%
56 | NC(=O)C1CCN(C(=O)c2cc3c(s2)CCCCC3)CC1 | · | · | 207%[activator] | 1%

no. | Pf growth 48h | AmpC no deterg | Shiga toxin inh
46 | ? | -9% | ·
47 | · | -54% | 19
48 | -10% | -9% | -8
49 | 1% | -7% | ·
50 | -1% | -14% | -34
51 | 3% | 3% | 2
52 | 17% | -15% | 17
53 | ? | 160%[activator] | ·
54 | ? | 42%[activator] | -3
55 | -9% | 2%[2.29 µM] | -4
56 | 221%[activator] | -13% | ·
